# High-throughput results from PubChem.
# hcGAS lum = Primary biochemical luminescence assay for human cyclic GMP-AMP synthase inhibitors | actives 0.081% (n = 290,000) | AID 1259398, 2018 | recombinant h-cGAS, ATP depletion, Kinase-Glo luminescence | Q8N884 | inhibition, % at 12.5 µM;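 also: 0% = vehicle reaction and 100% = reaction without DNA for no activity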
# Target sequence (Q8N884 whole entry, looked up): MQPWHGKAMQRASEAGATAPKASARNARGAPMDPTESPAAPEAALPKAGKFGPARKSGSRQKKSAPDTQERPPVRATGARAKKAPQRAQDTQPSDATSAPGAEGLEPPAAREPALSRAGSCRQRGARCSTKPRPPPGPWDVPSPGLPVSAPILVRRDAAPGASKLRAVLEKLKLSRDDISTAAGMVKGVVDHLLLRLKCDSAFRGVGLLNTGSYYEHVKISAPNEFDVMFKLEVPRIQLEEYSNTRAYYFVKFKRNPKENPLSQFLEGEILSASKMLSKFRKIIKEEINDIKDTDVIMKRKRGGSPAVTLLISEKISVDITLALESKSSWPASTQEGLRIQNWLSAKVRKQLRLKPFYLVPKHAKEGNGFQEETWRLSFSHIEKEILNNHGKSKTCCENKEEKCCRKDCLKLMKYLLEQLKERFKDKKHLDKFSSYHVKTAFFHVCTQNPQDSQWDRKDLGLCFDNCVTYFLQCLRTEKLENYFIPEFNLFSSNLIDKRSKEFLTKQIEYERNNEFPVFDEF
# NPYLR7 ag = agonists of mosquito NPYLR7 receptor, primary screen, cell-based, Aedes aegypti, calcium fluorescence, mosquito biting behavior; Aedes aegypti neuropeptide Y-like receptor 7 (NPYLR7); HEK293T NPYLR7/Galpha15, GCaMP6s calcium fluorescence; activation, % at 10 µM; actives 0.15% (n = 270,000); AID 1259423, 2018; in the data active = activation above about 40%;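 also: 0% = vehicle and 100% = reference agonist at the receptor; some compounds past the cut are filed as inactive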
# mcGAS inh = cyclic GMP-AMP synthase inhibitors, mouse, primary biochemical chemiluminescence. inhibition, % at 12.5 µM. AID 1259399, 2018. recombinant cGAS, Kinase-Glo ATP depletion luminescence. Q8C6L5. actives 0.15% (n = 160,000);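 also: 0% = negative control wells and 100% = reference inhibitor with no enzyme activity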
# * hit, by the source's call; . = no result given; & = joins results of further samples. Rule as the data show it, unless noted: active = inhibition above about 40%; inactive = the rest. Rows were taken by chance. Share with any hit: about 0.27%.
nr	SMILES	NPYLR7 ag	mcGAS inh	hcGAS lum
1	CC1CN(CC2CCCN2C(=O)Nc2nnc(C3CC3)s2)CC(C)O1 (stereo unspecified)	6.8	.	-7.8
2	Cc1ccc(CN(Cc2ccccc2)C(=O)CN(CCN2CCOCC2)S(=O)(=O)c2cccc(C(F)(F)F)c2)s1	13.0	-3.8	0.7
3	COc1ccc(S(=O)(=O)N2CCCc3ccccc32)cc1	1.8	.	-7.6
4	Cc1cc(CS(=O)(=O)C(C)C(=O)Nc2ccc3c(c2)OCCCO3)no1 (stereo unspecified)	4.9	.	-6.0
5	NC(=O)Cn1cc(CN2CCN(C3CCCC3)C(CCO)C2)c2ccccc21 (stereo unspecified)	12.5	-6.5	-2.1
6	Cc1nc(NCCNC(=O)Nc2cccc(Cl)c2)cc(N2CCOCC2)n1	-1.0	.	3.2
7	COc1ccc(C(=O)Nc2nnc(Cc3ccccc3)s2)cc1	3.8	-4.8	-2.0
8	Cn1cc(Cl)c(CN(Cc2ccsc2)CC2CCCO2)n1 (stereo unspecified)	21.9	-10.4	-4.4
9	CNC(=O)CSc1nnc2n(C)c3ccccc3n12	11.9	.	-6.1
10	COc1ccccc1/C=C/C1=NC(=C\c2cccnc2)/C(=O)O1	-4.4	.	-2.8
11	Cc1ccc(NC(=O)CSc2nc(=O)n(CCN3CCOCC3)c3c2CCC3)c(C)c1	0.0	-7.3	-5.8
12	Cc1ccc2oc(N3CCN(Cc4cc(C(C)C)no4)CC3)nc2c1	.	-9.3	-6.1
13	Cn1c(-c2cccc(C(F)(F)F)c2)cc2cnc(Nc3ccccn3)cc21	-4.4	-3.3	-2.1
14	Cc1ccn2c(=O)c(NC(=O)c3ccc(F)cc3)c(C)nc2c1	4.3	.	-6.1
15	CC(=O)Nn1ccc2c(cnc3nc(-c4cccnc4)nn32)c1=O	4.5	.	-5.0
16	COc1ccccc1NCC(=O)N1CCOCC1c1ccccc1 (stereo unspecified)	9.2	.	-6.3
17	CC1=CC2=NC(=O)CC(C)(C(=O)O)N2C=C1 (stereo unspecified)	-10.3	.	-4.3
18	CCOC(=O)c1ncccc1NC(=O)CC(=O)Nc1cccnc1C(=O)OCC	-11.2	.	-4.8
19	CCN(CC(=O)Nc1c(Cl)cccc1Cl)C(=O)c1nn(-c2ccccc2Cl)c(C)cc1=O	0.7	.	-3.8
20	COc1ccccc1C(=O)Nc1ccnn1C1CCN(C(=O)C2CC=CCC2)CC1 (stereo unspecified)	13.2	-3.2	-4.7
21	Cc1cccc(CNC(=O)NCc2cnn3ccccc23)c1	6.3	.	-3.9
22	N#Cc1ccc(N2CCN(c3ncc(C(F)(F)F)cc3Cl)CC2)c(F)c1	5.8	-15.0	-6.5
23	Cc1csc(NC(=O)CC2CSc3nc4c(cnn4-c4ccccc4)c(=O)n32)n1 (stereo unspecified)	-0.1	-5.4	-4.8
24	CC(NC(=O)CCN(Cc1ccccc1)c1nc(-c2ccccc2)nc2cc(Cl)ccc12)c1ccccc1 (stereo unspecified)	-0.7	-2.8	-3.8

# Brought forward from above: four compounds; new compounds follow.
nr	SMILES	NPYLR7 ag	mcGAS inh	hcGAS lum
21	Cc1cccc(CNC(=O)NCc2cnn3ccccc23)c1	6.3	.	-3.9
22	N#Cc1ccc(N2CCN(c3ncc(C(F)(F)F)cc3Cl)CC2)c(F)c1	5.8	-15.0	-6.5
23	Cc1csc(NC(=O)CC2CSc3nc4c(cnn4-c4ccccc4)c(=O)n32)n1 (stereo unspecified)	-0.1	-5.4	-4.8
24	CC(NC(=O)CCN(Cc1ccccc1)c1nc(-c2ccccc2)nc2cc(Cl)ccc12)c1ccccc1 (stereo unspecified)	-0.7	-2.8	-3.8
25	CN(CC(=O)Nc1ccc(Cl)cc1)C(=O)CSc1nnc(N)s1	-2.6	-0.7	-2.8
26	CCn1nnc2c(Nc3ccc(S(N)(=O)=O)cc3)ncnc21	-5.9	-2.5	0.3
27	O=C(NNC(=O)C1CC1)c1ccc(=O)n(Cc2ccc(Cl)cc2)c1	-10.0	-8.1	-6.9
28	COc1cccc(C(=O)Nc2c(C)nc3ccc(C)cn3c2=O)c1	5.1	.	-11.8
29	CCN(C(=O)/C=C/c1ccncc1)S(=O)(=O)c1ccc(C)cc1	6.9	.	-13.1
30	CCc1nc2ccc(C(=O)NCc3cccs3)cn2c1N(C=O)CCC(C)C	-3.5	-4.3	-7.0
31	CC(C)NC(=O)CSc1nc2ccccc2n1C	2.2	.	-12.3
32	CCc1nc2n(n1)CC(NC1CC(C)OC1=O)CC2 (stereo unspecified)	-0.2	.	-6.5
33	CCCC(NC1CCN(C(=O)OCC)CC1)c1nccn1C (stereo unspecified)	1.4	.	-1.2
34	FC(F)(F)c1ccc2sc(Nc3cn[nH]c3)nc2c1	0.7	-14.0	-5.9
35	O=C1C=C(c2ccccc2)C(=O)N1CCc1ccncc1	-4.8	0.2	-1.4
36	COc1ccc(-c2nnc3ccc(OCCNC(=O)c4ccccc4)nn23)cc1	-9.7	-10.0	-4.3
37	COc1cc(/C=C2/SC(=Nc3ccccc3)NC2=O)ccc1OC(=O)c1ccc([N+](=O)[O-])cc1	-0.9	-2.4	0.0
38	CC(C)c1cc(Oc2ccc([N+](=O)[O-])cc2)nc(SCc2cccc(C(F)(F)F)c2)n1	9.8	-3.7	-0.3
39	Cc1cccc(C(=O)N2CCCC(N3CCN(Cc4ccc5c(c4)OCO5)CC3)C2)n1 (stereo unspecified)	0.7	.	-7.3
40	Cc1ccc(OCC(=O)NCc2ccc(C)nc2)cc1	-12.0	.	-3.2
41	Cc1noc(C)c1CN1CCN2C(C(=O)Nc3ccccc3Cl)=COC2=NC1=O	8.2	.	-8.7
42	CN(Cc1cccc(Cl)c1)Cn1nc2c(Cl)cc(Cl)cn2c1=S	-3.9	-2.6	-3.0
43	Cc1nc(=S)c2ccccc2[nH]1	-2.1	-4.0	-4.6
44	Cc1nn(C)c2ncc(C(=O)Nc3ccc(F)c(NC(=O)C4CC4)c3)cc12	-3.3	.	-6.3
45	Cc1cccc(OCC(=O)Oc2coc(CSc3nc(C)cc(C)n3)cc2=O)c1	-11.7	-8.8	-5.1
46	COc1ccc(NC2CCCN(C(=O)c3sccc3NC(C)=O)C2)cc1 (stereo unspecified)	-3.0	-2.6	-0.7
47	COc1ccc(-c2nc3scc(CCNS(=O)(=O)c4cc(C)ccc4C)n3n2)cc1	5.9	-8.2	-5.1
48	Cc1ccccc1-n1ccc2c(cnc3ncnn32)c1=O	4.5	.	4.7
49	N=C(N)N1CCc2ccccc2C1	2.3&4.9&0.6&-10.0	-0.4	-9.3&-3.8&3.6&1.2
50	O=C(c1cccc(NCc2cccc(F)c2)c1)N1CCC(O)CC1	2.8	.	-9.6
51	COc1ccc(CNC(C)C(=O)NC2CCCC2)c(F)c1F (stereo unspecified)	-7.0	-9.3	-3.6
52	CNc1nc(N=Nc2ccccc2)nc(OCC(F)(F)F)n1	7.2	-3.5	-5.1
53	Cc1ccc(OCC2CN(C(=O)C(c3ccccc3)C(C)C)CCO2)cc1 (stereo unspecified)	4.5	-6.1	-6.7
54	CC(=O)Oc1c(-c2ccc(NC(=O)c3ccc4c(c3)OCO4)cc2)c(-c2ccccc2F)nn1-c1cccc(F)c1	-1.8	-2.6	-1.4
55	CCc1ccc(C(=O)N2CCC3(CC2)OCC(C(=O)NCc2ccncc2)N3C(=O)c2ccccc2)cc1 (stereo unspecified)	0.6	-3.5	0.7
56	O=C(Cn1ncn2nccc2c1=O)N(CC1CC1)C1CCCCC1	0.6	.	-3.9
57	CC(C)(NCCCCC#N)c1ccc(F)cc1	17.8	.	-8.4
58	CCOCCOc1nc(-c2ccccc2C)n(-c2cccc(NC(=O)c3ccc([N+](=O)[O-])cc3)c2)n1	26.4	-6.8	1.9
59	O=C(OCC(=O)N1CCCC1=O)c1cccc(S(=O)(=O)Nc2ccc(F)cc2)c1	-1.5	.	-5.3
60	Cc1ccc(-c2ccc(CCC(=O)NCc3ccncc3)n2-c2ccc(CC#N)cc2)c(C)c1	0.1	-0.1	5.4
61	CC(C)=CC(=O)NCC(=O)NCc1ccccc1	-1.9	-16.2	-6.8
62	CCc1c(C)nc(-c2cccc(C)c2)nc1N1CCN(C(=O)Nc2ccccc2F)CC1	-0.1	-3.7	-2.0
63	Cc1nn2cccnc2c1C(=O)NCC1(O)CCCc2ccccc21 (stereo unspecified)	6.1	.	0.6
64	Cc1cc2ncn(CCOc3ccccc3)c2cc1C	-0.3	.	-3.0
65	CCCCn1ncc(C)c1NC(=O)c1ccsc1	-2.9	-10.5	-6.2
66	COc1cccc(-c2cc(C(=O)O)n(-c3cccc(C)c3)n2)c1	11.1	.	-3.0
67	Cc1cc(C)n(C)c(=O)c1C(=O)NCc1ccccc1Cn1cccn1	6.9	-11.5	-5.7
68	CC(NC(=O)c1ccc(Br)o1)c1ccc(Cl)s1 (stereo unspecified)	-3.4	-6.7	-1.5
69	CCn1c(SCc2csc(C)n2)nc2sc(C)c(C)c2c1=O	0.9	-8.9	2.4
70	CN(Cc1ccc(Br)s1)CC1(O)CCCC1	8.0	-6.7	-8.3
71	CCOC(=O)c1c(NC(=O)c2cccs2)sc(CC)c1-c1cccs1	-5.0	-4.7	-8.5
72	CN1CC(=O)N2C[C@@H](NC(=O)c3nc4c(s3)CCCC4)C[C@H]2C1=O	-4.6	.	-5.3

# Part of the list above, with values under each structure:
# Order of results – NPYLR7 ag | mcGAS inh | hcGAS lum
63	Cc1nn2cccnc2c1C(=O)NCC1(O)CCCc2ccccc21 (stereo unspecified)
→ 6.1 | . | 0.6
15	CC(=O)Nn1ccc2c(cnc3nc(-c4cccnc4)nn32)c1=O
→ 4.5 | . | -5.0
13	Cn1c(-c2cccc(C(F)(F)F)c2)cc2cnc(Nc3ccccn3)cc21
→ -4.4 | -3.3 | -2.1
28	COc1cccc(C(=O)Nc2c(C)nc3ccc(C)cn3c2=O)c1
→ 5.1 | . | -11.8

# Ordered by SMILES length (lowest first): some entries from above.
nr	SMILES	NPYLR7 ag	mcGAS inh	hcGAS lum
68	CC(NC(=O)c1ccc(Br)o1)c1ccc(Cl)s1 (stereo unspecified)	-3.4	-6.7	-1.5
69	CCn1c(SCc2csc(C)n2)nc2sc(C)c(C)c2c1=O	0.9	-8.9	2.4
71	CCOC(=O)c1c(NC(=O)c2cccs2)sc(CC)c1-c1cccs1	-5.0	-4.7	-8.5

# Following part.
nr	SMILES	NPYLR7 ag	mcGAS inh	hcGAS lum
73	O=C(Nc1nc(-c2cc([N+](=O)[O-])cs2)cs1)c1ccoc1	1.1	0.7	1.1
74	COc1cc(C(=O)N(Cc2cccnc2)c2nc3ccc(F)cc3s2)cc(OC)c1OC	-5.8	-7.3	-6.1
75	O=C(NNC(=O)C1CC1)c1ccccc1O	-2.9	1.4	2.7
76	CC(Cn1cncn1)NCc1noc(-c2c(F)cccc2F)n1 (stereo unspecified)	28.2	-11.5	-5.6
77	Cc1ccc(C(=O)N2CCCC2(C)C(=O)O)cc1F (stereo unspecified)	-0.5	.	-14.0
78	CC1=[N+](CCO)c2ccccc2C1(C)C	-1.5	-3.3	-5.0
79	COc1ccc(-n2nc(C(=O)NCc3ccccn3)c(=O)n(Cc3cccc(C(F)(F)F)c3)c2=O)cc1OC	.	-4.7	-5.2
80	COCC(=O)N1CCCC(C(=O)NCCN2CCCC2)C1 (stereo unspecified)	.	-13.9	-7.0
81	Cc1ccc(-c2nnc(SCC(=O)NCCc3ccc(Cl)cc3Cl)n2-c2ccc(Cl)c(Cl)c2)cc1	17.1	-5.4	-15.3
82	COc1ccc(-c2nc(N(C)Cc3ccc(C(F)(F)F)cc3)[nH]c(=O)c2C#N)cc1	5.2	.	-5.6
83	CCCCN1CCC(CCC(=O)c2cc(Cl)c(N)cc2OC)CC1	12.7	.	-2.7
84	O=C(CN1CN(c2ccccc2)C2(CCN(C(=O)CCC3CCCC3)CC2)C1=O)NC1CC1	19.5	-6.4	-8.7
85	COc1ccccc1C(=O)N1CCC2(CC1)CN(Cc1ncc[nH]1)CCN2C	-6.2	-8.7	0.4
86	CC(C)Cn1c(SCc2ccc(C(=O)O)cc2)nnc1N1CCOCC1	2.3	-8.1	-5.4
87	Nc1cc(N)nc(SCCOc2ccc(Cl)cc2)n1	5.1	.	0.5
88	O=C(c1cccc(Cl)c1)N1CCN(c2nc(Cc3ccccc3)nc3c2cnn3-c2ccccc2)CC1	6.7	-6.6	-8.1
89	O=C(Nc1ccc(Br)cc1Cl)NC1CC2CCC1O2 (stereo unspecified)	6.0	.	-4.0
90	COc1ccc(Br)cc1C=NN1CCN(Cc2cccc3ccccc23)CC1	-4.4	0.4	3.6
91	CCc1cccc(CC)c1NC(=O)CN1C(=O)NC(C)(c2ccco2)C1=O (stereo unspecified)	4.3	.	-8.2
92	COc1ccc(OC)c(C2C(=C(O)c3ccccc3)C(=O)C(=O)N2CCN2CCOCC2)c1 (stereo unspecified)	-1.0	-2.6	2.0
